Compound activity: PubChem BioAssay, several laboratories
KOR beta-arrestin-1: KOR agonists, beta-arrestin recruitment, primary screen, cell-based, luminescence, uHTS (AID 1777); KOR beta-arrestin recruitment, luminescence; higher % means a stronger effect; one-dose activation, % at 10 µM; EC50 in µM for titrated hits; 280,000 compounds, 0.02% hits; in the data active = activation above about 50%, passing the limit was not always enough; note: a part of the inactive calls stands beside numbers as strong as those of hits
GPR55 activation: GPR55 agonists via beta-arrestin recruitment, primary screen, imaging, U2OS cells, beta-arrestin-GFP redistribution (AID 1961). activation, % at 10 µM, or EC50 in µM where a hit was titrated. U2OS GPR55 beta-arrestin-GFP redistribution imaging; higher % means a stronger effect. 290,000 compounds, 0.048% hits;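 active = activation above 40% with more than 50 cells counted in the well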;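 note: U2OS osteosarcoma cells stably expressing GPR55 and beta-arrestin-GFP; plate controls were DMSO negative control for no effect and LPI positive control for full effect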
GPR35 antagonists: inhibition of zaprinast-stimulated GPR35 beta-arrestin translocation – imaging, U2OS, beta-arrestin-GFP, zaprinast agonist, primary screen (AID 2058) | U2OS GPR35 beta-arrestin-GFP translocation imaging, zaprinast antagonism; higher % means a stronger effect | one-dose inhibition, % at 10 µM; IC50 in µM for titrated hits | 290,000 compounds, 0.052% hits;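 active = inhibition of at least 50% with at least 30 cells and total cytoplasm GFP at most 10,000,000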
UTI89 phage lysis: protection from phage-mediated lysis, alamar blue read-out – E. coli UTI89, K1F phage, bacterial capsule biogenesis inhibitors (AID 488966); E. coli UTI89 K1F phage lysis, alamar blue, 2 h; higher % means a stronger effect; inhibition, % at 100 µM, or IC50 in µM where a hit was titrated; 340,000 compounds, 0.02% hits;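 active = phage lysis inhibition, versus mean bacterial control, above a set limit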;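 note: capsule biogenesis inhibitors block K1F phage lysis so surviving cells raise fluorescence; higher fluorescence means more inhibition of phage lysis; actives were called in the ten point dose series up to 300 µM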
GPR55 LPI antagonism: inhibition of LPI-stimulated GPR55 beta-arrestin translocation – imaging, U2OS, beta-arrestin-GFP, LPI agonist, primary screen (AID 2013). U2OS GPR55 beta-arrestin-GFP translocation imaging, LPI antagonism; higher % means a stronger effect. inhibition, % at 10 µM, or IC50 in µM where a hit was titrated. 290,000 compounds, 0.13% hits;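 active = spots per cell inhibited over 60%, with over 100 cells counted and total cytoplasm intensity under 500,000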;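 note: U2OS cells stably carrying GPR55 and arrestin-GFP stimulated by 5 µM LPI near EC80; imaged beta-arrestin-GFP aggregate spots per cell after agonist stimulation; plate controls were LPI-stimulated DMSO wells for no effect and DMSO wells without LPI for full effect; some results filed as inactive read as strong as hits; confirmed hits need IC50 under 10 µM and bright autofluorescent wells are also inconclusive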
NTR1 agonist: agonists of NTR1, primary screen, imaging, U2OS cells, beta-arrestin-GFP, high content (AID 493036); P30989; NTR1-U2OS beta-arrestin-GFP spot imaging, agonist mode; activation, % at 20 µM; 330,000 compounds, 0.17% hits;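 active = activation at or above 40% of the spot to cytoplasm intensity ratio, with at least 20 cells analyzed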;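 note: 0% = DMSO without peptide and 100% = 100 nM NTR1 peptide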
Target sequence (P30989 whole entry, looked up): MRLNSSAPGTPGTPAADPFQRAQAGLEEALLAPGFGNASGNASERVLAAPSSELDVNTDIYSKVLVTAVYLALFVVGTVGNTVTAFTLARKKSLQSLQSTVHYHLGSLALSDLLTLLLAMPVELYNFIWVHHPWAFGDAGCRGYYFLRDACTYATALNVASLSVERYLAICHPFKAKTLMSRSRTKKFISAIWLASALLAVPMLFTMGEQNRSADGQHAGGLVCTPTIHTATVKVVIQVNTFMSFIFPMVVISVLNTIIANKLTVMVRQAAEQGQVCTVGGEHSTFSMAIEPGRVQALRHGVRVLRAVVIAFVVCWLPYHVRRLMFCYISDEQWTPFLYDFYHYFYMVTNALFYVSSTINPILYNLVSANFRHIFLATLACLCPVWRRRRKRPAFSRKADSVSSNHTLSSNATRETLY
KOR beta-arrestin-2: kappa opioid receptor blockers – cell-based, luminescence, uHTS (AID 1778) | KOR beta-arrestin recruitment, luminescence, antagonist mode; higher % means a stronger effect | inhibition, % at 10 µM, or IC50 in µM where a hit was titrated | 290,000 compounds, 0.091% hits; in the data active = inhibition above about 50%; note: strong numbers were not always called active
MgcRacGAP inhibition: MgcRacGAP GTPase-activating activity inhibitors, confirmation, biochemical, ADP Hunter fluorescence; MgcRacGAP-stimulated Rac1 GTP hydrolysis, ADP Hunter fluorescence; higher % means a stronger effect; GST-tagged Rac1 F28L mutant substrate; inhibition, % at 30 µM; hits with a dose series show IC50 in µM; 340,000 compounds, 0.6% hits;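 active = first-screen hits whose inhibition reached a set limit at any dose in the follow-up dose series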;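 note: fluorescence reports GDP produced by GAP-driven GTP hydrolysis; strong numbers were not always called active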
NOD1 inhibition: inhibition of NOD1-driven NF-kB reporter – cell-based, luminescence, uHTS, primary screen (AID 1578). one-dose inhibition, % at 4 µM; EC50 in µM for titrated hits. NOD1-driven NF-kB luciferase reporter cells, luminescence; higher % means a stronger effect. 290,000 compounds, 1% hits; in the data active = inhibition mostly above about 36%, no sharp cut-off; inactive = mostly below about 34%;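 note: HEK-293T reporter cells stimulated with the NOD1 agonist gamma-tri-DAP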
NTR1 agonist cell count 20 µM: recorded beside NTR1 agonist, whose call it bears; cell count; measured here: cell count, cytotoxicity flag
Starred values were filed as active, the others as inactive; · = not tested or not shown; [ ] = remark or other dose.

SMILES | KOR beta-arrestin-1 | GPR55 activation | GPR35 antagonists | UTI89 phage lysis | GPR55 LPI antagonism | NTR1 agonist | NTR1 agonist cell count 20 µM | KOR beta-arrestin-2 | MgcRacGAP inhibition | NOD1 inhibition
CN(C)c1ccc(C(=O)NCC2CCCO2)cc1 (stereo not given) | -5.9% | -0.3% | 10% | -0.3% | 2% | -1.0 | 79 | 21% | -9% | -35%
CN1C(=O)/C(=C/c2ccccc2OCc2cccc(F)c2)N(C)C1=S | 16% | 0.2% | 8% | 0.1% | -15% | 1.1 | 74 | -13% | 7% | 36%
COC(=O)c1ccc(C(=O)OC)c(NC(=O)CSc2ccccn2)c1 | -6.6% | -0.2% | 10% | 0.1% | 6% | 1.1 | 49 | 13% | -5% | -12%
C=CCn1c(Cc2csc(N)n2)nnc1SCC(=O)OCC | -3.4% | -0.1% | -11% | 6.0% | 13% | 2.0 | 57 | -20% | -1% | -24%
O=C(NC1CCCCC1)C(c1ccccc1F)N(Cc1ccco1)C(=O)c1ccccn1 (stereo not given) | 0.2% | -0.2% | 12% | -0.1% | -8% | 0.4 | 62 | 2% | 5% | -6%
O=C(NCc1nnc(SCC(=O)N2CCCC2)o1)c1c(F)cccc1F | 4.7% | 0.0% | 5% | 0.1% | 9% | 0.5 | 61 | 6% | 8% | -40%
COc1ccccc1-n1c(=S)[nH]c2c(sc(=S)n2-c2ccccc2C)c1=O | -2.7% | 0.1% | 6% | 0.1% | 21% | -0.2 | 62 | 13% | 17% | -20%
O=C(c1ccccc1Cl)N1CCCC(c2nc3c(nnn3Cc3ccccc3)c(=O)[nH]2)C1 (stereo not given) | -6.2% | -0.1% | 5% | 0.2% | 3% | 0.5 | 69 | 15% | 0% | 7%
CC1CCCN(C(=O)C2CCN(c3nc(-c4ccccc4)nc4c3CCC4)CC2)C1 (stereo not given) | -3.1% | -0.1% | 2% | -0.2% | -7% | 2.4 | 73 | -5% | 8% | 7%
Cc1onc(-c2ccccc2)c1C(=O)Nc1ccc(N2CCOCC2)cc1 | 9.5% | -0.1% | -1% | 0.8% | 13% | -0.5 | 73 | -21% | 6% | -20%
CC1=CCC(C(=O)O)C(C(=O)Nc2ccc(-c3nc4ccc(C)cc4s3)cc2)C1 (stereo not given) | 6.4% | 0.3% | 1% | -0.1% | 3% | 3.4 | 65 | -1% | 16% | -10%
Cn1c(SCC(=O)N2CCCc3ccccc32)nc2cccnc21 | -1.0% | -0.4% | -7% | 1.4% | 7% | 0.1 | 63 | -17% | 9% | 14%
Cc1ccc(-n2cc(CNCC3CC(=O)N(C4CC4)C3)c(-c3cccc(C)c3)n2)cc1 (stereo not given) | 6.9% | -0.3% | 43% | 1.8%[50 µM] | 18% | 1.5 | 50 | -22% | 10% | -51%
COc1cc(OC)c(/C=N/NC(=O)c2ccc(Cn3nc([N+](=O)[O-])cc3C)cc2)c(OC)c1 | 3.8% | -0.2% | 16% | · | 4% | 1.9 | 48 | 15% | · | -11%
COC(=O)c1cc2c(ccn2-c2ccc(F)cc2)n1C(C)C | 22% | 0.2% | 3% | 0.1% | -10% | -0.7 | 93 | -15% | 4% | 17%
C=CCc1c(C)nc2c(OC)cccc2c1Cl | · | -0.1% | 2% | -0.4% | 12% | 2.8 | 61 | -48%[20 µM] | -2% | -17%
CCOc1ccccc1NC(=O)C1CCCN(S(C)(=O)=O)C1 (stereo not given) | 0.8% | -0.3% | 2% | 0.4% | 1% | -0.4 | 61 | -11%[20 µM] | 10% | -8%
Cc1noc(C)c1C(=O)Nc1ccccc1-c1ccccc1 | -1.1% | -0.1% | 0% | -3.0% | 0% | 1.6 | 68 | -50% | 8% | 16%
COc1cc(OC)cc(C(=O)N[C@H](C(=O)OCC(=O)c2ccc(F)cc2)C(C)C)c1 | -1.5% | 0.1% | 4% | 0.5% | 8% | 0.2 | 74 | -16% | -1% | -34%
CC(=O)Nc1nc(CC(C)C)cc(-c2ccco2)c1C#N | 1.9% | -0.2% | -2% | 1.2% | -1% | 1.0 | 61 | -6% | 6% | -8%
COc1cc(C2NC(=O)NC(C)=C2C(=O)OCC2CCCO2)ccc1O (stereo not given) | -1.8% | 0.2% | 12% | 0.1% | -1% | 0.1 | 55 | 5% | 6% | -24%
N#Cc1c(Cl)c(Cl)c2nnc(-c3ccc(Br)cc3)n2c1Cl | -1.7% | 0.5% | -10% | · | -3% | -0.6 | 86 | 26% | · | 2%
CCCC[C@@H](CNC)NC[C@H](Cc1ccc(O)cc1)NCCc1ccc(OCC)cc1 | -1.3% | 0.9% | 1% | 1.1% | -1% | 6.8 | 67 | -34%[20 µM] | 8% | -23%
COc1cccc(C(=O)N2c3ccccc3Sc3ccccc32)c1 | -1.0% | 1.0% | -14% | 0.9%[50 µM] | 0% | 9.2 | 42 | 25% | 5% | 34%
CC(C)Nc1c([N+](=O)[O-])c(=O)oc2ccccc12 | 4.0% | 0.9% | -15% | -1.7% | -2% | 0.1 | 58 | -26% | -24% | -11%
CCOC(=O)c1c(C)n(C)c2ccc(OC)c(NC(=O)CCN3CCSCC3)c12 | -9.6% | 0.3% | 4% | -0.2% | 6% | -1.4 | 82 | -6% | 7% | 1%
CCOC(=O)N1CCN(c2ccc([N+](=O)[O-])cc2)CC1 | 1.9% | 0.1% | 17% | 5.5% | -8% | 0.3 | 60 | 3% | 6% | -11%
CCCCNC(=O)Oc1c(Br)cc2sc(=O)oc2c1Br | 0.8% | -0.1% | -12% | · | 9% | -0.6 | 44 | -13% | · | -2%
Cc1ccc(-n2nc(C)c3c2OC(N)=C(C#N)C3c2ccco2)cc1 (stereo not given) | 1.3% | -0.1% | 0% | 0.8% | 5% | -0.7 | 48 | -8% | 17% | 5%
O=C(c1cccc(Cl)c1)C1CCCN(Cc2ccc(N3CCNC3=O)cc2)C1 (stereo not given) | -8.6% | 0.5% | -5% | 0.5% | 7% | 0.4 | 47 | -61%[20 µM] | -4% | -29%
O=C(c1cccc(N2C(=O)C3CC=CCC3C2=O)c1)N1CCN(c2ccccc2)CC1 (stereo not given) | -0.9% | -0.3% | 9% | 7.2% | -7% | 0.2 | 71 | 18% | -2% | -10%
C=CCOc1ccc(C(=O)Nc2ccc(OCC)cc2)cc1 | 6.3% | 0.0% | -12% | -0.1% | -6% | -0.6 | 102 | 0% | 7% | -48%
Cc1cccnc1NC1CCCCC1 | -2.4% | -1.1% | -14% | 0.2% | 9% | 0.7 | 35 | 19% | 2% | -33%
C(=N\Nc1nc2ccccc2[nH]1)/c1ccc2c(c1)OCCO2 | 4.6% | 1.0% | 2% | 0.9% | -5% | -0.5 | 42 | 16% | 26% | -1%
O=c1[nH]c2ccc(Br)cc2c(-c2ccccc2)c1CN1CCOCC1 | -1.7% | -0.1% | -8% | 0.2% | 30% | 9.6 | 59 | -14% | 10% | -4%
COc1ccc(-c2ccc(OC)cc2)cc1 | 11% | 0.3% | -4% | 1.2% | -3% | 0.5 | 55 | 5% | 5% | -42%
COC(=O)Nc1sc(C(=O)N(C)C)c(C)c1C(=O)OC | -0.9% | 0.0% | 3% | 1.9% | 10% | -0.3 | 30 | -19% | 10% | -65%
Cc1cc(N2CCCC2=O)cc(C)c1S(=O)(=O)NCCOc1ccccc1 | -1.7% | 0.2% | -2% | 0.6% | -7% | 2.4 | 53 | 38% | 6% | 6%
Cc1cccc(C)c1OCC(O)CNC(C)(C)C (stereo not given) | -3.7% | -0.2% | -6% | 0.6% | 36% | 1.0 | 75 | 17% | 3% | 1%
Cc1nc(Sc2ccccc2)c(C#N)cc1-c1ccccc1 | -0.8% | -0.2% | 0% | 4.3% | 7% | 3.1 | 64 | -17% | 9% | 16%

Brought forward from above: 2 compounds, then new ones.
SMILES | KOR beta-arrestin-1 | GPR55 activation | GPR35 antagonists | UTI89 phage lysis | GPR55 LPI antagonism | NTR1 agonist | NTR1 agonist cell count 20 µM | KOR beta-arrestin-2 | MgcRacGAP inhibition | NOD1 inhibition
Cc1cccc(C)c1OCC(O)CNC(C)(C)C (stereo not given) | -3.7% | -0.2% | -6% | 0.6% | 36% | 1.0 | 75 | 17% | 3% | 1%
Cc1nc(Sc2ccccc2)c(C#N)cc1-c1ccccc1 | -0.8% | -0.2% | 0% | 4.3% | 7% | 3.1 | 64 | -17% | 9% | 16%
COc1ccc(CCNC(=O)c2cc(-c3ccccc3)c(N3CCOCC3)s2)c(OC)c1OC | -2.8% | 0.2% | -6% | 0.8% | 12% | 2.1 | 71 | -9% | 10% | -28%
CC(OC(=O)CCCCCN=C1NS(=O)(=O)c2ccccc21)C(=O)Nc1cc(Cl)cc(Cl)c1 (stereo not given) | 0.3% | 0.6% | 0% | 0.6%[50 µM] | 6% | 6.3 | 71 | -2% | 10% | -34%
COc1ccc(C(=O)NC2CCCc3c2cnn3-c2cccc(C)c2C)o1 (stereo not given) | -5.1% | -0.1% | 6% | 0.2% | 16% | 2.3 | 52 | 0% | 8% | 1%
CS(=O)(=O)N1CCN(Cc2ccccc2C(F)(F)F)CC1 | · | 0.2% | 6% | -0.1% | 15% | -1.2 | 60 | -4% | 9% | -9%
CN(C)CCn1c(N)nc2ccccc21 | · | -0.3% | 8% | -0.1% | 3% | 0.5 | 51 | · | -3% | -8%
CCn1c(SCC(=O)NC2CC2)nnc1-c1ccccn1 | 18% | 0.7% | 0% | 0.3% | 4% | 0.6 | 52 | -4% | 5% | -2%
CC[C@@H]1[C@H]2CCCC(=O)N3CC[C@@H](C[C@@H]1OC(=O)Nc1ccccc1)[C@@H]23 | -2.5% | 0.4% | -1% | -0.5% | 10% | -4.5 | 56 | -3%[20 µM] | 4% | -8%
COc1ccc(NC(=O)c2cccc3c2C(=O)N(C2CCCCC2)C3)cc1 | 4.7% | -0.2% | 14% | 0.5% | -19% | 3.0 | 56 | -27% | 9% | 6%
COc1ccc(NC(=O)/C=C/c2ccccc2)c([N+](=O)[O-])c1 | 14% | 0.0% | 7% | 4.9% | 5% | 1.2 | 52 | 28% | 7% | -43%
CN1CCN(C(=O)/C(=C/c2ccc(F)cc2)NC(=O)c2ccccc2)CC1 | -1.1% | · | -1% | 0.0% | -1% | 1.2 | 51 | -18% | 8% | -39%
Cc1cc(-c2ccccc2)nc(=O)[nH]1 | 1.5% | -0.3% | -18% | 1.7% | 10% | -2.4 | 58 | 14% | 3% | 0%
Cn1c2ccccc2c(=O)c2ccc(F)cc21 | -0.1% | 0.9% | -6% | -0.4% | -6% | 0.5 | 57 | -10%[20 µM] | 7% | 16%
CNC(=S)NNC(=O)c1oc2nc(-c3ccccc3)cc(C)c2c1N | 7.3% | -0.1% | -1% | 2.3% | 14% | -0.3 | 59 | 9% | 9% | -4%

Some of the compounds tested, so the mix of outcomes need not match the whole.
